# TLR4 MyD88 comp – inhibitors of TLR4-MyD88 association in cells, primary screen, cell-based, HeLa CL3-4, BLA complementation, FRET ratio. Toll-like receptor 4 (Homo sapiens) + Myeloid differentiation primary response protein …. HeLa CL3-4 TLR4/MyD88 BLA complementation. inhibition, % at 8.4 µM. actives 0.18% (n = 200,000); in the data active = inhibition above about 25%;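 note: 0% = vehicle and 100% = reference inhibitor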
# Target sequence (O00206 whole entry, looked up): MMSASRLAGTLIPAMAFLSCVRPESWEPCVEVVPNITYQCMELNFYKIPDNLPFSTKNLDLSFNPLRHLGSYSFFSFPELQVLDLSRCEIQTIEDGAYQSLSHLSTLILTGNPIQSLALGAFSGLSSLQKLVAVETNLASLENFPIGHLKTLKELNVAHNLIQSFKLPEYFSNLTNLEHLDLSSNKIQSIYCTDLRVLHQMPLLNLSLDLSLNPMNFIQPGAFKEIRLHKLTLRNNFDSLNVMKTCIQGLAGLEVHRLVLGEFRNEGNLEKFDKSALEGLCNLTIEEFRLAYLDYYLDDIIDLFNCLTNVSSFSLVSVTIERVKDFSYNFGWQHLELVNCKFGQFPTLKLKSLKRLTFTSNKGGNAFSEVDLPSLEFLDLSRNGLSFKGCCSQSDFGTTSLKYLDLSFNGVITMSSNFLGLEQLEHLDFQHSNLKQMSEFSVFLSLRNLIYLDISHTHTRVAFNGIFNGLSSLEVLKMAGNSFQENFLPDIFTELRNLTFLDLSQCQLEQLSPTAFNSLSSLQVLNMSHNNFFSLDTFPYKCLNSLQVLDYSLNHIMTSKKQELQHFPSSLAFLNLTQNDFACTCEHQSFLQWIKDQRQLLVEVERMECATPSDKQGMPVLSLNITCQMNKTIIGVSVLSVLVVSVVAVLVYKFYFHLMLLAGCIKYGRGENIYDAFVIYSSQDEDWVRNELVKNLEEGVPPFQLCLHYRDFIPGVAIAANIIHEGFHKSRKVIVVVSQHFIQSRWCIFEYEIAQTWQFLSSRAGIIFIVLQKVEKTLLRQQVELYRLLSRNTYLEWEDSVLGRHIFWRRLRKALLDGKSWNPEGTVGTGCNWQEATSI
# Target sequence (Q99836 whole entry, looked up): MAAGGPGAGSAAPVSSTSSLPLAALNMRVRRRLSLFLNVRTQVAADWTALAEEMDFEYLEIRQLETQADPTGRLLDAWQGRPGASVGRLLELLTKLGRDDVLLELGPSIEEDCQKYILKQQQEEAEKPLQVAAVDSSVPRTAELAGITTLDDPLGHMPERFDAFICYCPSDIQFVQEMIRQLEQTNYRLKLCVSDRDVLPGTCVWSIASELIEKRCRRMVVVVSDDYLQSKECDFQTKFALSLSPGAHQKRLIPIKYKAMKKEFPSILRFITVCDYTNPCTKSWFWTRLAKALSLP
# G6PDH CS – L. mesenteroides G6PDH inhibitors, counter-screen for G6PDH-coupled screening assays, biochemical, Leuconostoc mesenteroides enzyme | glucose-6-phosphate dehydrogenase [Leuconostoc mesenteroides] | Purified L. mesenteroides G6PDH, diaphorase/resazurin coupled fluorescence, 45 min | inhibition, % at 5 µM | actives 0.12% (n = 200,000); in the data active = inhibition above about 50%
# Diaphorase act – compounds boosting diaphorase resazurin reduction – biochemical, uHTS, resorufin fluorescence, counter-screen for diaphorase-coupled primary assays, primary screen. Diaphorase/resazurin coupled assay, 16 min; hits give high values; 1 = vehicle wells, 0 = NADH-free wells. activation factor at 20 µM. actives 0.005% (n = 190,000). AID 1229, 2008;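 active = diaphorase activity raised at least twofold by the compound at 20 µM; inactive = activation factor below 2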
#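 test system = bacterial diaphorase enzyme (C. kluyveri) | quantity = enzyme 0.07 U/mL final | reagent = NADH substrate 0.114 mM plus resazurin dye 0.1 mM, final | incubation = 16 min enzyme reaction, ambient temperature | buffer or medium = HEPES pH 7.4 buffer with MgCl2 and Tween 20 | signal = fluorescence of resorufin, 544 nm excitation, 590 nm emission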
# STAT1 inh – STAT1 signaling inhibitors, primary screen, cell-based, HTS, luciferase reporter; NIH 3T3 STAT1-luciferase reporter, IFN-gamma, luminescence; inhibition, % at 5.5 µM; actives 0.35% (n = 200,000);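 active = inhibition above a set limit, the mean inhibition across all tested compounds plus 3 SD, cut at about 34% in these data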;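 note: 0% = IFN-gamma with DMSO and 100% = IFN-gamma with 300 µM nifuroxazide; values of inactives mirror those of a sister screen read the other way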
# STAT1 activator – STAT1 signaling activators, primary screen, cell-based, HTS, luciferase reporter; NIH 3T3 STAT1-luciferase reporter, IFN-gamma, luminescence; 100% = IFN-gamma alone, no compound; activation (% of control), % at 5.5 µM; actives 2.6% (n = 200,000);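 active = activation above the screen-wide mean activation plus 3 SD, cut at about 130% in these data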;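 note: raw ratio to IFN-gamma control signal so 100% means no change and 0% no light; values of inactives mirror those of a sister screen read the other way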
# Hsp70 act – Hsp70 transcriptional activators, primary screen, cell-based, HeLa, Hsp70 promoter luciferase, luminescence, 10 µM; HeLa Hsp70 promoter luciferase reporter; scaled: vehicle 0, proteasome-inhibitor control 100%; activation, % at 10 µM; actives 0.04% (n = 200,000); AID 1203, 2008;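 active = activation above the mean across all tested compounds plus 3 SD, cutoff set per campaign, cut at about 5.5% in these data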;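 note: 100% = MG132 at 30 µM as the positive control and 0% = DMSO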
# Diaphorase inh – diaphorase inhibitors and chemical oxidizers, primary screen, counter-screen for diaphorase-coupled primary assays, biochemical, uHTS, resorufin fluorescence. actives 0.69% (n = 190,000). inhibition, % at 20 µM. diaphorase resazurin-to-resorufin fluorescence, NADH, 16 min; bacterial (C. kluyveri) enzyme, not human;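 active = primary screen inhibition at 20 µM above a set limit, cut at about 50% in these data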;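 note: plate controls were DMSO with full reaction for no effect and wells lacking NADH for full effect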
#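 Test system: bacterial diaphorase enzyme (C. kluyveri); Quantity: 0.14 U/mL diaphorase, enzyme working solution; Times: reaction incubation of 16 min at room temperature; Measured by: fluorescence of resorufin formed from resazurin, Ex 544/Em 590 nm; Benchmarks: positive control minus NADH, DMSO neutral control.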
# APP 5UTR inh – inhibitors of APP translation via 5'UTR reporter, primary screen, APP 5'UTR luciferase, SH-SY5Y cells; SH-SY5Y APP 5'UTR-luciferase reporter, luminescence; inhibition, % at 2 µM; actives 0.82% (n = 190,000);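 active = inhibition above a set limit, derived from the sample mean plus 3 SD, cut at about 45% in these data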; note: values of inactives mirror those of a sister screen read the other way
# STAT3 act – IL-6 driven STAT3 reporter potentiators, primary screen, U3A cells, luciferase, luminescence, MLSCN library; IL-6 STAT3-luciferase reporter; 100% = signal with IL-6 EC80 alone; activation (% of control), % at 5.6 µM; actives 0.91% (n = 190,000);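 active = activation above the screen-wide mean of compound activation plus 3 SD, cut at about 130% in these data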;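 note: 0% = background luminescence of wells with medium and substrate only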
#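 Test system: Human STAT1-deficient U3A cells with stable STAT3-luciferase reporter | Also added: Interleukin-6, 33 ng/mL | Timing: Compound pre-incubation 1 h before IL-6, then 6 h stimulation at 37 °C | Technique: Luciferase reporter luminescence | Read-out: Percent of IL-6-only median luminescence | Benchmarks: IL-6-only wells as 100% reference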
# STAT3 blocker – IL-6 driven STAT3 reporter inhibitors, primary screen, U3A cells, luciferase, luminescence, MLSCN library; inhibition, % at 5.5 µM; actives 0.89% (n = 190,000); IL-6 STAT3-luciferase reporter; host cell line lacks STAT1;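 active = inhibition above the mean inhibition across all screened compounds plus 3 SD, cut at about 44% in these data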;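 note: 0% = DMSO only wells and 100% = 100 µM nifuroxazide control wells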
# Starred values were filed as active, the others as inactive; . = no result given.
SMILES,TLR4 MyD88 comp,G6PDH CS,Diaphorase act,STAT1 inh,STAT1 activator,Hsp70 act,Diaphorase inh,APP 5UTR inh,STAT3 act,STAT3 blocker
Cc1[nH]c2ccccc2c1/C=N\NC(=O)Cn1nnc(-c2ccccc2)n1,-5.0,1.0,0.9,-4.9,104.5,-0.2,10.4,-1.1,98.7,0.1
COc1ccccc1N1CCN(S(=O)(=O)c2ccc(F)cc2)CC1,-10.1,7.3,0.9,3.5,96.8,-0.5,11.7,-0.2,101.2,7.5
COc1ccccc1CN1C[C@@H]2C[C@@H](c3ccc(C)cc3)N3CCC[C@@]23C1=O,-6.7,-0.1,1,1.2,97.3,-0.3,2.9,8.3,101.9,2.3
N#Cc1cc2cc3c(cc2nc1N1CCCCC1)OCCO3,-0.1,10.4,0.7,-20.5,119.0,0.1,30.9,-22.6,106.4,-5.8
Clc1ccc(Cc2noc(CN3CCN(c4ccccc4)CC3)n2)c(Cl)c1,-15.5,1.0,0.7,2.2,97.9,-0.2,26.5,12.7,98.0,4.4
COC(=O)c1nc2ccc(C)cn2c1F,-9.5,2.3,0.9,-9.3,108.4,0.4,13.2,-30.6,95.9,13.5
O=C(CCN1C(=O)/C(=C/c2cccc(Br)c2)SC1=S)Nc1cccnc1,-8.6,0.4,1.1,-5.5,103.7,-0.1,-10.0,-2.8,98.8,3.5
COC(=O)c1ccc2c(=O)n(CC3CCCO3)c(SCC(=O)Nc3ccccc3OC)nc2c1 (centres undefined),2.9,3.0,0.8,-6.9,106.3,-0.4,15.1,-7.3,100.0,2.7
CCOC(=O)c1csc(-n2nc(C)cc2C(F)(F)F)n1,-10.5,8.4,0.9,-17.5,115.6,-0.1,8.5,6.8,103.4,-1.7
C#CCOC(=O)Nc1ccc(=O)n(Cc2c(Cl)cccc2Cl)c1,-6.2,23.6,0.7,1.8,98.4,-0.3,27.1,-5.6,100.5,9.5
Cc1ccc(CN2CCN(/N=C/c3ccc(C(=O)O)cc3)CC2)c(C)c1,-2.1,14.9,1.1,25.3,76.2,0.1,-9.7,-11.9,79.8,28.4
CCOc1cccc(C2C(C(=O)c3cccs3)=C(O)C(=O)N2Cc2cccnc2)c1 (centres undefined),1.4,4.4,0.8,0.2,98.1,0.0,18.2,6.0,96.0,7.0
CCOc1ccc(NC(=O)CCC(=O)n2nc(C)cc2C)cc1,-6.0,6.8,1.2,4.0,96.3,0.1,-16.3,13.1,107.1,-3.7
CC(=O)N1CCn2c3c(c4cc(C)ccc42)CCCC31 (centres undefined),6.8,8.8,1,-11.6,109.1,-0.3,-0.8,3.4,85.0,19.9
CN(Cc1nnc(SCC(=O)NCCc2ccccc2)n1C)S(=O)(=O)c1ccccc1,-15.2,0.4,0.9,-2.9,103.8,-0.4,10.5,-5.7,94.6,9.4
COc1nc(-c2ccccc2)ccc1-c1noc(-c2cccs2)n1,-13.9,.,.,-7.1,106.5,0.0,.,-32.6,118.1,-17.5
CCn1c(SCC(=O)Nc2ccc3c(c2)OCO3)nc2ccccc21,2.1,0.7,0.9,2.4,97.8,0.1,7.9,-1.5,90.3,14.6
COc1cc(/C=C/C(=O)OCC(=O)N2CCCCCC2)ccc1OCC#N,13.7,6.2,1,2.7,96.5,-0.5,3.9,-15.6,102.9,-1.9
COc1ccc(N2CCN(C(=O)C3CC(O)CN3S(=O)(=O)c3ccc([N+](=O)[O-])cc3)CC2)cc1 (centres undefined),4.5,7.0,0.8,-1.1,101.0,-0.4,17.6,-0.7,98.8,-0.8
CC1(C)CC2CC(C)(CN2C(=O)COC(=O)Cn2[nH]c(=O)c3ccccc3c2=O)C1 (centres undefined),8.2,7.2,0.9,3.0,97.3,0.0,13.9,-0.4,94.8,13.7
CCC(=O)N1CCc2cc(S(=O)(=O)CCC(=O)Nc3ccc(C)cn3)ccc21,1.2,9.2,1,0.4,97.7,-0.3,0.8,17.9,103.6,3.0
CCCn1c(SCC(=O)Nc2ccc(OC)cc2[N+](=O)[O-])n[nH]c1=O,-23.4,4.8,0.9,-1.1,99.5,-0.5,13.1,8.6,95.1,8.0
CCC(=O)c1ccc(Oc2ccc(C(=O)c3ccc(C)cc3)cc2[N+](=O)[O-])cc1,5.1,2.9,0.8,2.5,97.8,-0.4,20.5,-15.2,92.5,12.1
COc1ccc(NC(=S)Nc2ncccc2C)c(OC)c1,14.0,2.2,0.8,-25.6,122.9,-0.1,17.7,-57.6,66.2,46.7*
CCOC(=O)c1cc2sc(C)cc2n1CC(=O)NCc1ccc(F)cc1,7.0,-14.0,1,7.9,92.8,-0.1,-0.6,-19.6,92.2,14.0

# As entered above.
# Cc1ccc(CN2CCN(/N=C/c3ccc(C(=O)O)cc3)CC2)c(C)c1 in Diaphorase act shows 1.1
# CCC(=O)N1CCc2cc(S(=O)(=O)CCC(=O)Nc3ccc(C)cn3)ccc21 in STAT3 act shows 103.6

# More structures follow.
SMILES,TLR4 MyD88 comp,G6PDH CS,Diaphorase act,STAT1 inh,STAT1 activator,Hsp70 act,Diaphorase inh,APP 5UTR inh,STAT3 act,STAT3 blocker
C=C(C)COc1ccc(-c2n[nH]c(C)c2-c2ccccc2)c(O)c1,3.0,-22.8,0.8,3.3,97.0,-0.2,18.2,18.0,86.2,20.8
COC(=O)CNC(=O)COC(=O)c1ccc(OC)c([N+](=O)[O-])c1,-2.6,-3.6,0.9,-11.6,110.2,-0.4,7.8,-2.7,103.3,-2.7
CC(=O)COc1cc(C)cc2oc(=O)cc(-c3ccccc3)c12,-10.4,6.3,1,4.8,94.2,-0.3,3.1,0.0,109.3,-3.8
CNCCCOc1cc(C)cc(C)c1C,2.2,12.7,0.9,1.8,96.5,0.3,5.5,-9.1,96.9,10.5
CC1CCN(S(=O)(=O)c2cc([N+](=O)[O-])ccc2Cl)CC1,4.6,17.9,0.8,4.6,97.2,-0.1,17.7,8.7,100.0,4.9
CN(C)c1ccc2c3c(cccc13)C(=O)N(c1ccccc1)C2=O,1.6,8.3,.,4.2,95.9,-0.1,.,10.9,90.9,15.9
CCN(CC)C(=O)CSc1nc(-c2ccco2)cc(C(F)(F)F)c1C#N,-10.7,5.2,0.9,5.2,95.2,-0.2,11.4,-3.0,96.0,7.9
Cc1cc(C)n(-c2ccc(Cl)c(C(=O)O)n2)n1,-0.2,1.4,0.8,-2.4,102.3,0.5,15.5,1.9,98.1,4.9
Cc1cc(C)c(/C([O-])=C(/C(=S)Nc2ccc(SC(F)F)cc2)[n+]2ccccc2)cc1C,-8.2,0.7,0.9,32.6,69.1,0.2,11.8,-2.4,105.5,-4.3
COc1ccc(C)cc1NC(=O)COC(C)=O,-2.1,7.5,0.9,-5.1,104.7,-0.2,6.3,17.7,111.8,-5.6
O=C1N=c2ccccc2=C1c1[nH]c(=S)[nH]c1O,5.5,-9.6,0.9,-17.4,115.8,0.1,5.2,-14.7,89.8,11.3
CCc1ccc(C(=O)N2CCC(c3nc4ccccc4s3)CC2)cc1,-4.2,1.9,0.9,10.0,90.8,-0.2,10.8,-6.4,93.0,11.8
COC(=O)c1ccccc1COn1c(=O)c(C)[n+]([O-])c2ccccc21,-9.2,-0.6,0.9,2.3,97.8,0.1,10.1,1.9,99.0,3.2
CCOC(=O)C1C(=O)C=C(c2ccc(C)cc2)CC1c1ccco1 (centres undefined),0.1,0.0,0.9,-3.1,102.8,-0.1,14.4,-17.1,89.8,15.8
CCN(CC)c1ccc(NC(=O)C2CC3CCC2C3)cc1 (centres undefined),-11.9,15.7,0.8,3.1,96.1,-0.2,21.5,-7.3,101.8,4.3
CC1CCC2(CC1)NC(=O)N(Cc1cccc(C(F)(F)F)c1)C2=O (centres undefined),6.2,3.6,0.8,7.7,94.3,-0.3,16.2,7.0,109.6,-6.0
CCOC(=O)c1[nH]c(CSc2nnc(-c3ccc(OC)cc3)o2)c(C(=O)OCC)c1C,1.0,7.5,0.9,3.2,97.1,0.1,6.0,-1.5,101.2,-3.1
CCCCOc1ccc(C(=O)CCN2CCCCC2)cc1,8.0,9.7,0.9,4.9,95.5,-0.5,14.2,5.6,92.5,10.8
COc1cc(CNCCc2c[nH]c3ccccc23)ccc1OCc1ccccc1F,4.3,-0.6,1.1,0.0,100.0,-0.1,-8.1,-17.6,106.4,-3.0
O=C(Cn1cc(C(F)(F)F)cc(Cl)c1=O)Nc1cc(Cl)cc(Cl)c1,-12.8,2.0,0.9,-2.3,101.8,-0.1,7.4,25.6,97.2,7.3
Nc1cc(N2CCCCC2)c([N+](=O)[O-])cc1Cl,5.4,15.2,0.8,2.8,97.5,-0.1,18.3,-8.8,90.8,14.8
CCOc1ncccc1C(=O)N1CCN(Cc2ccc3c(c2)OCO3)CC1,-0.9,0.5,0.9,-1.0,100.9,-0.2,11.4,-0.4,113.0,-14.1
O=C(Cc1cccs1)Nc1nnc(SCc2ccc(F)cc2)s1,0.6,-30.9,0.9,-1.4,101.3,0.4,11.1,-13.1,104.2,-6.5
CCOC(=O)N1CCC(NC(=O)C2CCN(S(=O)(=O)c3ccc4c(c3)oc(=O)n4C)CC2)CC1,2.4,12.0,0.8,2.3,96.8,-0.4,18.1,-11.6,94.8,7.8
COc1ccccc1N1CCN(C(=O)NC23CC4CC(CC(C4)C2)C3)CC1,-10.8,-0.7,0.9,-5.4,105.2,-0.1,13.6,-5.7,109.5,-12.2
Cc1cccc(NC(=O)N2CCN(Cc3ccccc3)CC2)c1,-11.0,8.2,0.9,-3.3,108.6,0.0,12.0,-4.2,103.1,-1.5
COc1ccc(C(=O)Nc2cc(C)on2)cc1S(=O)(=O)N1CC(c2ccccc2)CC1=O (centres undefined),-10.1,-8.0,1,-1.4,99.7,-0.3,3.1,-13.8,103.8,6.5

# Reprinted at random: two entries already listed
SMILES,TLR4 MyD88 comp,G6PDH CS,Diaphorase act,STAT1 inh,STAT1 activator,Hsp70 act,Diaphorase inh,APP 5UTR inh,STAT3 act,STAT3 blocker
CN(C)c1ccc2c3c(cccc13)C(=O)N(c1ccccc1)C2=O,1.6,8.3,.,4.2,95.9,-0.1,.,10.9,90.9,15.9
CNCCCOc1cc(C)cc(C)c1C,2.2,12.7,0.9,1.8,96.5,0.3,5.5,-9.1,96.9,10.5

# Assay outcomes as filed in PubChem BioAssay.
